# GPR7 antagonist: antagonists of human GPR7 (neuropeptides B/W receptor 1) | GPR7-expressing cells, fluorescence antagonist assay | inhibition, % at 4.4 µM | P48145 | actives 1.1% (n = 290,000); in the data active = inhibition above about 16%, passing the limit was not always enough;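 note: cells stimulated with the agonist NPW; 0% = agonist with vehicle and 100% = vehicle without agonist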
# Target sequence (P48145 whole entry, looked up): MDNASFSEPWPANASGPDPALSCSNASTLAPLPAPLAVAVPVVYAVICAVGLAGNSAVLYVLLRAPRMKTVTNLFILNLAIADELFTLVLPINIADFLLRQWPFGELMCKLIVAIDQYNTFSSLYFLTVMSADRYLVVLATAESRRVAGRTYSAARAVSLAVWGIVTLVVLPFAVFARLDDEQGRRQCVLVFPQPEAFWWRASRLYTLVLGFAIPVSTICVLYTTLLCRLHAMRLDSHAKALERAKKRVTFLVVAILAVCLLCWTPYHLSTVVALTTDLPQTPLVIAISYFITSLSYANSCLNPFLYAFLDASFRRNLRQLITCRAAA
# IDE cell activ: activators of human insulin-degrading enzyme in cells; activation, % at 5.96 µM; actives 0.073% (n = 340,000); AID 493087; HEK cells, FAbeta-B cleavage, fluorescence polarization; 0% vehicle, 100% cell-free pure enzyme wells;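 active = activation above the mean of all tested compounds plus 3 SD, set per screening campaign, cut at about 17% in these data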
# NALP1 yeast inh: inhibitors of NALP1 inflammasome in yeast; S. cerevisiae NALP1/ASC/caspase-1 growth, X-gal OD620, 72 h; inhibition, % at 10 µM; actives 0.61% (n = 280,000); AID 2071; in the data active = inhibition mostly above about 24%, no sharp cut-off; inactive = mostly below about 32%; note: some compounds called inactive have numbers as strong as hits
# IDE inh: inhibits human insulin-degrading enzyme in HEK cells | P14735 | FAbetaB cleavage, fluorescence polarization | inhibition, % at 5.59 µM | actives 0.41% (n = 320,000) | AID 434962;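 active = percent inhibition above the average of all tested compounds plus 3 SD, set per screening campaign, cut at about 16% in these data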;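 note: IDE supplied by intact live HEK cells; FP after avidin binding of uncleaved biotin substrate so inhibition keeps polarization high; 0% = DMSO wells and 100% = 60 µM reference IDE inhibitor Ii1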
# IMP-1 inhibitor: inhibitors of Pseudomonas aeruginosa IMP-1 metallo-beta-lactamase. purified IMP-1, nitrocefin hydrolysis, epi-absorbance fluorescence. inhibition, % at 5.6 µM. actives 0.45% (n = 290,000). AID 1556;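 active = inhibition above the mean plus 3 SD of all compounds in the same screening run, cut at about 4.5% in these data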;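 note: 0% = IMP-1 with DMSO and 100% = DMSO wells lacking enzyme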
#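 System: Purified recombinant IMP-1 metallo-beta-lactamase enzyme | Measured by: Fluorescence quenching readout, ex 480/em 530 nm | Replication: Singlicate | Incubation: 15 min preincubation plus 25 min reaction at 25 °C | Evaluation: Percent inhibition from optical density relative to buffer-blank wells | Benchmarks: DMSO with and without IMP-1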
# PfM18AAP inh: blocks P. falciparum M18 aspartyl aminopeptidase; recombinant PfM18AAP, H-Glu-NHMec fluorogenic cleavage; inhibition, % at 7.35 µM; actives 1.2% (n = 290,000); AID 1822;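 active = inhibition above the campaign mean inhibition over all tested compounds plus 3 SD, cut at about 28% in these data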;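 note: 0% = plate median of test compound wells and 100% = 2 mM ZnCl2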
# p-CIP stab down: lowers stability of the mouse p/CIP coactivator protein; Q05BA5; F442A p/CIP-EGFP cells, EGFP fluorescence, 16 h; AID 1984; actives 0.01% (n = 290,000); decrease of EGFP signal, % at 10 µM;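 active = EGFP signal decrease of at least 30% at 10 µM or well 3 SD below plate mean, unless failing retest; inactive = the rest, including hits failing retest or dose response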; note: some compounds called inactive have numbers as strong as hits; many of its hits are not listed in these tables
# VIM-2 inhibitor: blocks Pseudomonas aeruginosa VIM-2 metallo-beta-lactamase; purified VIM-2, nitrocefin hydrolysis, epi-absorbance fluorescence; inhibition, % at 5.6 µM; actives 0.89% (n = 290,000);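 active = inhibition above the mean of all tested compounds plus 3 SD, cutoff set per screening run, cut at about 7.5% in these data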;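 note: red hydrolysis product quenches plate fluorescence so inhibitors raise well fluorescence; 0% = enzyme with DMSO and 100% = DMSO without enzyme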
# PHOSPHO1 inh: blocks human PHOSPHO1 phosphatase activity; inhibition, % at 13.3 µM; recombinant PHOSPHO1, absorbance phosphatase assay; actives 1.1% (n = 290,000); Q8TCT1; in the data active = inhibition above about 60%
# Target sequence (Q8TCT1 whole entry, looked up): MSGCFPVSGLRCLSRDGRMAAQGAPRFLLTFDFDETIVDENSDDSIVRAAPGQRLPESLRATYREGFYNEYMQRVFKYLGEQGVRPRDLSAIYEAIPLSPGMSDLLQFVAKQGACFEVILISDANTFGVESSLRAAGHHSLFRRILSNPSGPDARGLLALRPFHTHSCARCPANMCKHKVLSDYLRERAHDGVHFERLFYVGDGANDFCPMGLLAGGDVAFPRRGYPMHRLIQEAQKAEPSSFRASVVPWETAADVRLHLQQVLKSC
# An asterisk follows results filed as active; nt = not tested or not shown; & = joins results of further samples.
SMILES,GPR7 antagonist,IDE cell activ,NALP1 yeast inh,IDE inh,IMP-1 inhibitor,PfM18AAP inh,p-CIP stab down,VIM-2 inhibitor,PHOSPHO1 inh
CCCCCn1c(=N)n(CC(O)COc2ccccc2OC)c2ccccc21 (stereo unspecified),14,2&6,9&8,4&-4,-2.2,2,-16&-26,-4.7,-31&18
O=C(C1CCN(S(=O)(=O)c2ccccc2)CC1)N1CCc2ccccc21,-2,3,14,3,-0.9,3,-20,-0.8,20
CN1CCN(NC(=O)Nc2cccc(Cl)c2Cl)CC1,-12,nt,7,2,-1.6,2,0,-2.9,4
O=C(NC(CO)Cc1ccc([N+](=O)[O-])cc1)C(Cl)Cl (stereo unspecified),-9,1,75,1,-3.3,1,-11,-3.8,0
Cc1nnc(SCC2=C(C(=O)O)N3C(=O)C(NC(=O)c4cccc(F)c4F)C3SC2)s1 (stereo unspecified),-14,1,-8,4,1.9,14,4,1.1,-10
O=C(COc1cccc(NC(=O)c2cccc([N+](=O)[O-])c2)c1)c1ccc(F)cc1,29*,5,-132,-1,-2.7,2,-12,-0.8,7
COc1ccc(N2CC(C(=O)N[C@@H](C)C(=O)NCc3ccccc3OC)CC2=O)cc1 (stereo partly specified),-2,4,16,-1,-0.5,1,-6,-1.9,22
O=C(CN(CC1CCCO1)C(=O)CCC(=O)Nc1ccccn1)NCC1CCCO1 (stereo unspecified),-12,4,1,2,-3.7,-3,-4,-2.5,45
CC1CCCN(C(C(=O)Nc2ccc3c(c2)OCO3)c2ccccc2)C1 (stereo unspecified),nt,6,-9,1,nt,nt,-7,nt,-9
C=C1C(=O)O[C@H]2C[C@]3(C)C([C@@H](OC(=O)/C(C)=C/C)[C@H]12)[C@](C)(O)CC[C@H]3O (stereo partly specified),-6,-1,-7,1,-2.0,1,-6,-3.6,50
O=C(N/N=C/C=C\c1ccccc1)c1cnccn1,-2,-1,20,3,-1.8,2,-107,-2.8,11
O=C(O)Cn1c(-c2cscn2)nc2ccccc21,-14,3,0,0,-1.9,12,-5,-2.1,10
COc1cc(C)c(S(=O)(=O)N2CCOCC2)cc1C(C)C,-7,-3,7,-7,-0.9,-10,-1,-2.6,6
O=C(O)CSc1ncnc2c1oc1ccccc12,-1,6,7,4,-2.6,-1,-18,-3.7,21
O=C1CN(C(=O)NCCC(=O)NC2CCCCC2)c2ccccc2N1,-4,1,-9,6,-5.3,-6,-12,-1.6,49
Nc1ccccc1NC(=O)NC(=O)c1ccccc1,-5,-3,4,4,-3.1,1,6,-1.5,20
COc1ccc(CCNC(=O)COc2ncnc3ccccc23)cc1OC,-18,7,8,1,-5.3,5,-30,-4.1,21
CCN(CC)S(=O)(=O)c1ccc(N2Cc3ccccc3C2=N)cc1,22*,5,-2,-4,0.7,13,-4,1.9,-18
Cc1ccc(Cn2c(CN3CCOCC3)nc3c2c(=O)n(C)c(=O)n3C)cc1,-2,0,4,3,-0.7,-12,-10,1.0,-8
CC(C)NS(=O)(=O)c1ccc(OCC(=O)NC2CCCCCC2)cc1,1,4,2,-3,-3.2,2,5,-2.8,41
Cc1[nH]c(=O)[nH]c(=O)c1N(C)C,-20,3,16,3,-3.0,0,4,-4.8,-15
O=C(CCSc1ccccc1)Nc1ccc(S(=O)(=O)Nc2ncccn2)cc1,-10,-1,-11,0,-0.5,-11,10,0.7,-10
O=C(O)CC(c1ccc(F)cc1F)N1Cc2ccccc2C1=O (stereo unspecified),-15,0,2,4,-2.7,-1,14,-1.3,28
CCOC(=O)C(CCCCCCC(NC(C)=O)(C(=O)OCC)C(=O)OCC)(NC(C)=O)C(=O)OCC,2,0,10,3,-1.6,11,-3,-2.0,24
CC(C)SCCCCOc1ccc2ccccc2c1,-11,-6,9,1,-1.2,-15,-2,-3.9,-16
CCOc1cc(C)c(S(=O)(=O)N2CCCCC2)cc1C,-12,0,1,-1,-3.3,0,-8,-5.5,5
O=C(CN1C(=O)S/C(=C\c2ccccn2)C1=O)Nc1ccccc1,5,2,7,nt,-0.9,5,1,-1.6,-21
Cc1ccc(OC(C)C(=O)N=Nc2c(O)[nH]c3ccc([N+](=O)[O-])cc23)cc1 (stereo unspecified),-7,-2,-4,2,-2.8,5,4,-1.1,-4
CC(=O)c1c(C)[nH]c(C(=O)OC2CCCCC2=O)c1C (stereo unspecified),-9,-2,18,-2,-1.3,-24,4,-3.2,6
CC(C)CCn1cnc2c1c(=O)n(CC(=O)NC(N)=O)c(=O)n2Cc1ccccc1,-11,-2,10,3,-1.6,-5,8,-0.2,2
Cc1cccc(C(C)C)c1NC(=O)C1CCN(S(=O)(=O)c2ccccc2)CC1,1,-3,4,5,-2.0,1,12,-1.9,-7
Cc1cccc(CC(=O)c2c[nH]c3ccccc23)c1,-3,nt,-5,-1,-2.0,0,6,-2.9,25
CCCCCOC(=O)c1ccc(NC(=O)c2cccc(NC(=O)c3ccccc3C(=O)O)c2)cc1,-11,5,3,-4,0.8,-10,-6,1.3,-7
CC(=O)Nc1ccc(S(=O)(=O)N2CC(=O)NC(=O)C2)cc1,-7,-1,10,0,-1.8,-2,-7,-2.2,58
Fc1ccc(NC(=S)N2CCOCC2)cc1Cl,-11,-2,21,10,-0.8,-9,-7,0.4,39
Cc1ccc2c(c1)nnn2C1CCN(C(=O)c2ccccc2F)CC1,-9,-6,8,-1,-1.2,-4,3,-2.5,35
CC(NC(=O)c1nn(C)c(=O)c2ccccc12)c1ccccc1 (stereo unspecified),-9,-1,18,4,-3.0,-9,-12,-3.8,-14
Cc1ccc(CSc2nnc(SCC(=O)N/N=C/c3ccccc3OCC(=O)O)s2)cc1,-14,0,nt,0,-3.8,4,10,-3.1,38
O=C1NC2(CCCCCC2)C(=O)N1Cc1ccccc1F,4,-1,2,-1,-1.0,-3,10,-0.4,6
CNCCCCOc1ccccc1Cc1ccccc1,4,nt,5,-1,-1.8,14,-14,-2.6,28
CS(=O)(=O)N(CC(=O)N1CCN(c2ccc(F)cc2)CC1)c1cccc(Cl)c1,7,8,-12,2,-2.3,5,-6,0.4,8
CCOc1ccc2nc(NC(=O)c3ccc(OC)c(S(=O)(=O)N4CCOCC4)c3)sc2c1,-2,-4,-1,6,-3.1,6,-8,-3.8,11
CC(=O)NCCc1nc2cc(NC(=O)c3cccs3)ccc2n1C,1,0,5,7,-1.1,1,-6,-2.5,7
COC(=O)c1cnc(Nc2cccc(C(F)(F)F)c2)c([N+](=O)[O-])c1,-1,6,15,4,-0.2,-14,-8,0.3,3
COCCCNS(=O)(=O)c1ccccc1,-2,-3,-18,-10,-4.1,-9,-5,-1.1,-26
CC1(C)CC(=O)C2=C(C1)NC(Nc1nc3ccccc3o1)=NC21CCCCC1,-9,2,15,2,-1.5,3,1,0.3,11
O=C1CCC/C1=c1\s/c(=C\c2cccnc2)c(=O)n1-c1ccccc1,3,-2,9,1,-3.2,8,-18,-2.9,3
Cc1c(NC(=O)/C(C#N)=C/c2c(Oc3ccccc3)nc3ccccn3c2=O)c(=O)n(-c2ccccc2)n1C,-5,6,3,4,-6.5,0,-5,-1.9,-15
COc1ccc(Cc2nnc(SCC(=O)Nc3ccc(N4CCOCC4)cc3)o2)cc1,-5,-6,-4,-4,-2.1,-3,6,-0.2,35
CCOc1ccc2nc(NC(=O)CN3CCN(CC)CC3)sc2c1,-13,4,19,nt,-0.4,-14,-15,-0.3,9
O=c1[nH]c2cc3c(cc2cc1CN(CCCO)C(=S)NCc1ccco1)OCO3,-7,-4,11,0,-3.2,7,3,-2.3,17
Cc1cc(OC(=O)c2ccc(S(=O)(=O)N3CCCC3)cc2)c([N+](=O)[O-])c(=O)[nH]1,-3,4,9,-3,-1.9,0,-18,-2.5,43
COc1ccccc1C/C(N)=N/OC(=O)c1cccc([N+](=O)[O-])c1C,-3,0,48,2,-3.4,-1,1,-2.2,-37
CCOc1ccccc1NS(=O)(=O)c1ccc2oc(=O)ccc2c1,-10,4,-21,5,-2.8,1,19,-3.8,nt
Cc1ccc(NC(=O)CSc2ccc(-c3cccnc3)nn2)cc1Cl,-1,1,-11,-2,-0.6,-3,3,0.0,1
COc1ccc(-c2nnc(SC(C)C(=O)Nc3cccc(Cl)c3)o2)cc1 (stereo unspecified),0,2,2,-2,-1.4,-1,-2,-2.1,1
Cc1cccc(C(=O)NCC(=O)OCC(=O)N2CCCCC2)c1,-7,3,10,3,-0.7,-11,12,0.7,20
CCCOC(=O)c1ccc(NC(=O)c2cccc(S(=O)(=O)N3CCN(C(C)=O)CC3)c2)cc1,0,-2,1,5,-4.8,3,-9,-4.3,37
CC1CN(C(=O)c2ccccc2C(=O)c2ncc[nH]2)CC(C)O1 (stereo unspecified),-6,5,14,6,0.1,-3,12,0.0,1
Nc1nc2n(n1)C(c1ccco1)CC(c1ccc(Cl)cc1)N2 (stereo unspecified),-1,3,10,3,-3.5,8,8,-4.5,1
# New compounds follow:
SMILES,GPR7 antagonist,IDE cell activ,NALP1 yeast inh,IDE inh,IMP-1 inhibitor,PfM18AAP inh,p-CIP stab down,VIM-2 inhibitor,PHOSPHO1 inh
O=C(NC1CCCCC1)N1CCN(C2CCCCC2)CC1,-16,1,4,2,-2.8,2,1,-3.2,0
CN(c1ccccc1C(=O)Nc1ccc2c(c1)OCO2)S(C)(=O)=O,-1,1,-1,-2,-1.6,0,4,-1.7,2
COc1cccc(NC(=O)CCSc2ccc(C)cc2)c1,-17,8,-5,-5,-3.6,-1,0,-2.6,21
Cn1nc(C(F)(F)F)c(/C=N/OC(=O)c2ccccc2Cl)c1SCc1ccc(Cl)cc1,-11,1,-11,0,-1.9,1,-9,-2.9,-5
CCc1ccc2nc(NC(=O)c3ccc(N4C(=O)CCC4=O)cc3)sc2c1,-2,1,nt,0,-1.3,-3,1,-0.6,20
COc1ccc(-c2ccc(=O)n(CC(=O)NC3CCc4ccccc43)n2)cc1OC (stereo unspecified),-15,2,13,-4,-2.7,-6,-10,-1.0,41
CCc1cccc(CC)c1NC(=O)CCCSc1nc2ccccc2s1,-13,1,16,-3,-5.7,2,-5,-1.2,-11
CC1CCC(NC(=O)c2ccc3c(c2)OCO3)CC1 (stereo unspecified),2,5,3,10,-4.1,-2,-18,-3.0,8
COC(CNC(=O)C1CCCN(S(=O)(=O)c2ccc3c(c2)oc(=O)n3C)C1)OC (stereo unspecified),3,10,8,3,-2.3,4,13,-3.8,16
Cc1cc(SCC(=O)c2ccccc2)nc(SCC(=O)c2ccccc2)n1,-12,2,12,3,-2.8,-6,-15,-4.1,26
COC(=O)[C@H](C)NC(=O)NC1CCCc2ccccc21 (stereo partly specified),-2,6,9,-3,-3.3,2,-2,-1.9,-3
Nc1nnc(SCC(=O)Nc2ccc(F)c(Cl)c2)n1-c1ccccc1,-10,1,6,3,-5.7,2,-15,-1.9,-13

# Arranged by SMILES length (falling): 3 of the compounds above
SMILES,GPR7 antagonist,IDE cell activ,NALP1 yeast inh,IDE inh,IMP-1 inhibitor,PfM18AAP inh,p-CIP stab down,VIM-2 inhibitor,PHOSPHO1 inh
COC(CNC(=O)C1CCCN(S(=O)(=O)c2ccc3c(c2)oc(=O)n3C)C1)OC (stereo unspecified),3,10,8,3,-2.3,4,13,-3.8,16
CCc1ccc2nc(NC(=O)c3ccc(N4C(=O)CCC4=O)cc3)sc2c1,-2,1,nt,0,-1.3,-3,1,-0.6,20
O=C(NC1CCCCC1)N1CCN(C2CCCCC2)CC1,-16,1,4,2,-2.8,2,1,-3.2,0
